Source: PubChem BioAssay (National Center for Advancing Translational Sciences (NCATS))
A-T KAP1 phos – potential ataxia-telangiectasia treatment | […] A-T fibroblasts, KAP-1 phosphorylation AlphaLISA; neocarzinostatin DNA damage 30 min before lysis | Potency, µM (titrated, usually from 57.5 µM), for inactives: at the top dose activation, usual class: activators | 0.19% of 320,000 active; note: potency is the fitted concentration of half-maximal effect; % of control where 0% means no effect; nearly all actives have a fitted effect of over 45% in size
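hTERT-immortalized A-T patient fibroblasts ([…]), 500 cells/well in OPTI-MEM, 1% FBS, got compounds for 60 min, then NCS for 30 min at 37C. Lysates were then assayed for phospho-KAP-1 by AlphaLISA (anti-pKAP1 donor, anti-KAP1 acceptor beads), 6 hr at 25C.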
TRPV1 agonist – agonists of human vanilloid receptor 1 (TRPV1) | Q8NER1 | TRPV1-expressing cells, Fluo-8 calcium influx, agonist mode | activation, % at 8.33 µM | 0.19% of 320,000 active | AID 540275; in the data active = activation above about 80%; inconclusive = between about 30% and that limit; note: 0% is about no effect
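TRPV1-expressing cells were cultured overnight at 35.5C and loaded with Fluo-8 calcium dye for 40 to 90 min at room temperature. After a 10 s baseline, compound was added and calcium influx was read kinetically for 3 min (ex 480/em 520 nm).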
ASM inhibitor – blocks human secretory acid sphingomyelinase. placental ASM, HMU-PC fluorogenic substrate, 60 min. Potency, µM (doses to about 57.5 µM), inactives show top-dose activity change, negative = inhibition, usual class: inhibitors. 0.006% of 340,000 active. AID 504937; note: potency is the fitted concentration of half-maximal effect
Target sequence (P17405 47-631 limits assumed): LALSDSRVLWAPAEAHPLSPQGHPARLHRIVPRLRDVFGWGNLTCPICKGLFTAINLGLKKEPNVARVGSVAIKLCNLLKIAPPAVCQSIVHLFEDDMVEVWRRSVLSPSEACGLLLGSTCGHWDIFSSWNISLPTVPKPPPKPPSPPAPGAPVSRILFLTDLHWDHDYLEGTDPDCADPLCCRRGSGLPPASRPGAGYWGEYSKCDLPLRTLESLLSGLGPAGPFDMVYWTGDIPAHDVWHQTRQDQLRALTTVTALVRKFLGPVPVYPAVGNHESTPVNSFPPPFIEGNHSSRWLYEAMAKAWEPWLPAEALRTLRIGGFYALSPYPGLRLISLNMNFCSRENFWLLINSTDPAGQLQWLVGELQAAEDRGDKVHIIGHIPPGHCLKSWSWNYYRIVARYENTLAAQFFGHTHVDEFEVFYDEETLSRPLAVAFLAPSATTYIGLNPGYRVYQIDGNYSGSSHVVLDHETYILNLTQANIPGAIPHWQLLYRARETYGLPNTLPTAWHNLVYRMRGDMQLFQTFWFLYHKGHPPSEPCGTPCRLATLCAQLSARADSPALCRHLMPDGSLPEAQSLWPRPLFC
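Human placenta-derived ASM preincubated with compound 10 min at room temperature, then reacted with 9 uM (final) fluorogenic HMU-PC substrate for 60 min at 37 C. Stop solution raises pH to 10; fluorescence read at Ex 386/Em 447 nm.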
KCNH2 3.1 inh – inhibitors of human KCNH2 3.1 potassium channel isoform; U2OS KCNH2 3.1, thallium flux FluxOr; active compounds read low; activity change, % (tested at about 1.8 µM); 0.95% of 340,000 active;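 active = maximum activity change below -70%; inconclusive = maximum activity change from -70% to -50%; inactive = maximum activity change above -50%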;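 note: thallium influx rate constant from kinetic fluorescence after stimulation buffer; % is set by controls: 0 for no effect and ±100 for the full control effect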
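Steps: virus added to U2OS suspension (4 h, RT, dark); medium with 10% FBS added, cells plated, 37 C overnight; FluxOr/Red40 loading buffer 45 min RT; stimulation buffer, 2 min kinetic read; rate constant normalized.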
hERG WT inh – blocks the wildtype human KCNH2 potassium channel. Q12809. U2OS, BacMam KCNH2, thallium flux FluxOr; active compounds read low. activity change, % at 1.84 µM. 0.37% of 340,000 active;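 active = maximum activity change below -70%; inconclusive = maximum activity change between -70% and -50%; inactive = maximum activity change above -50%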; note: % is set by controls: 0 for no effect and ±100 for the full control effect
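U2OS cells were transduced with wild-type KCNH2 virus (2.03 x 10^8 / mL) for 4 h at room temperature, then cultured overnight at 37 C. Thallium flux was read with FluxOr dye. Rate constants were normalized to DMSO controls.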
GALK inh – inhibitors of human galactokinase | P51570 | Purified GALK, Kinase-Glo residual ATP luminescence | Potency, µM (doses to about 57.5 µM), for the others: top-dose activity change, negative = inhibition, hits mostly inhibitors | 0.007% of 270,000 active; note: potency is the fitted concentration of half-maximal effect; % is set by controls: 0 for no effect and ±100 for the full control effect
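The enzyme phosphorylates galactose (100 uM) using ATP (35 uM); inhibition is detected as higher residual ATP, quantified by bioluminescence after 1 h reaction at room temperature, pH 8.0.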
MLL CXXC-DNA inh – MLL CXXC-DNA interaction inhibition; Q03164; MLL-CXXC / FITC-HOXA9 DNA fluorescence polarization; Potency, µM (top dose mostly 115 µM), without a hit: top-dose activity change, negative = inhibition, most hits filed as inhibitors; 0.037% of 290,000 active; AID 2662; active = well fitted inhibition curve with a large enough effect in the polarisation, with a control signal flat, not every such curve was filed as active; inconclusive = small, poorly fitted or top-dose-only effect, or effect the other way, or a change in a side signal; inactive = no such curve, though single readings can be large or run the other way; the % refers to the polarisation; note: potency is the fitted concentration of half-maximal effect
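Purified MLL-CXXC (added from a 7 uM solution) was preincubated 5 min at ambient with pinned compounds in 50 mM Tris-HCl pH 7.5, 50 mM NaCl, 1 mM DTT, 0.05% BSA. Fluorescein-labeled HOX-A9 DNA (50 nM solution) followed, 30 min, then polarization read.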
FBPA coupling cs – counter-screen for Giardia aldolase inhibitors: coupling enzyme system | activity change, negative = inhibition, % at 58.2 µM, hits read low | 0.67% of 290,000 active | coupling enzyme system counterscreen, AmpLite Red fluorescence | AID 2472; in the data active = activity change below about -30%; note: % is set by controls: 0 for no effect and ±100 for the full control effect
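Coupling enzymes only (glyceraldehyde-3-phosphate) + compound, at 57.5 uM final, 10 min RT; add substrate/coupling/AmpLite Red mix, 20 min RT; fluorescence ex 525/em 598 nm. Actives flag coupling-system interference.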
MBNL1 CUG block – inhibitors of human MBNL1 binding to CUG repeat RNA; Q9NR56; TR-FRET MBNL1-His/biotin-(CUG)12 binding, 665/545 ratio; Potency, µM (doses to about 57.5 µM), for the others: top-dose activity change, negative = inhibition, actives largely listed as inhibitors; 0.036% of 280,000 active; AID 2675; active = well fitted inhibition curve with a large enough effect in the signal ratio, with a control signal flat, not every such curve was filed as active; inconclusive = small, poorly fitted or top-dose-only effect, or effect the other way, or a change in a side signal; inactive = no such curve, though single readings can be large or run the other way; the % refers to the signal ratio; note: potency is the fitted concentration of half-maximal effect; % is set by controls: 0 for no effect and ±100 for the full control effect
Target sequence (Q9NR56 whole entry, looked up): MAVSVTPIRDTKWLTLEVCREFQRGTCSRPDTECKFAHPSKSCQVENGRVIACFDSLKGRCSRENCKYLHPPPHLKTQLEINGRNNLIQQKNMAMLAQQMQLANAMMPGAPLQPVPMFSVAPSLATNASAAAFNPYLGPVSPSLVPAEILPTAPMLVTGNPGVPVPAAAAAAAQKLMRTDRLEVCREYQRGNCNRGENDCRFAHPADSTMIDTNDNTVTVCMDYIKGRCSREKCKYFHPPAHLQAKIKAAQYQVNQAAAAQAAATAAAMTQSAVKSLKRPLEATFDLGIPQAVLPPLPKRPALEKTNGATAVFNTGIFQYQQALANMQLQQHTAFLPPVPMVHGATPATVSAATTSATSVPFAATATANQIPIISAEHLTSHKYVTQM
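His-tagged MBNL1 binding to biotinylated (CUG)12 RNA was measured by TR-FRET using terbium anti-His antibody (0.055 ng/ul final) and streptavidin-XL665 (5 nM final). Compounds were titrated 92 nM to 58 uM; 60 min at room temperature.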
a7 integrin act – activators of alpha7 integrin expression for muscular dystrophy. alpha7betagal myoblasts, beta-gal FDG fluorescence, 48 h. Potency, µM (series often up to 38.3 µM), inactives show at the highest dose activation, usual class: activators. 0.064% of 350,000 active;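 note: potency is the fitted concentration of half-maximal effect; 100% = response of the positive control SU9516; nearly all actives have a fitted effect of over 60% in size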
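Alpha7betagal+/- myoblasts (passage 13) were plated 16-24 hr, then exposed to compounds (1:260 dilution of DMSO stock) for 48 hours at 37C. After MPER lysis, β-galactosidase reporter activity was read as FDG fluorescence (ex 480/em 540) after 30 minutes.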
Starred values were filed as active, the others as inactive; i = inactive; ? = inconclusive; · = not tested or not shown; [ ] = dose if it differs, or a comment. Unless noted, calls come from the whole dose curve; as a rule, active = well fitted curve in the direction sought with a large enough effect; inconclusive = small, poorly fitted or top-dose-only effect, or another doubt; inactive = no such curve, though single readings can be large; an effect the other way counts as inactive or inconclusive. Not a hit list, and some 2% of all compounds hit somewhere here.

SMILES	A-T KAP1 phos	TRPV1 agonist	ASM inhibitor	KCNH2 3.1 inh	hERG WT inh	GALK inh	MLL CXXC-DNA inh	FBPA coupling cs	MBNL1 CUG block	a7 integrin act
Cc1cc(OC(=O)c2ccc(C)c(C)c2)c([N+](=O)[O-])c(=O)[nH]1	6%	-1	1%	7	-8	-1%	-4%	·	-9%	-14%
C/C(C/C(C)=C1/SC(=S)NC1=O)=C1\SC(=S)NC1=O	-4%	-10	-6%	5	-25	-19%	?	11	71%[activator]	6%
O=C(COC(=O)CCNS(=O)(=O)c1ccc(Cl)cc1)NCc1ccco1	1%	-3	0%	14	4	-2%	13%	3	-1%	10%
Cc1ccc2nc(-c3cccnc3)cc(C(=O)Nc3ccc(F)cc3C)c2c1	-3%	1	0%	4	-9	0%	-2%	0	6%	11%
c1ccc(CCn2cccc2)nc1	·	·	3%	10	-1	·	·	·	·	2%
CCOC(=O)C1(CCc2ccccc2)CCN(Cc2ccn[nH]2)CC1	-6%	2	2%	?	9	2%	-6%	2	2%	6%
CC1CN(C(=O)CSc2cn(CC(=O)N3CCOCC3)c3ccccc23)CC(C)O1 (configuration not stated)	-6%	1	3%	-6	-9	7%	-3%	1	-5%	-12%
CNS(=O)(=O)c1cccc(C(=O)OCC(=O)Nc2ccccc2F)c1	-8%	1	7%	2	-5	-2%	-8%	2	-1%	6%
CS(=O)(=O)N1CCN(c2ccc([N+](=O)[O-])c(NCc3ccc(Cl)cc3)c2)CC1	-7%	8	-2%	-6	-1	0%	7%	0	·	12%
Cc1cnc(C(=O)OCC(=O)NC(C)CCc2ccccc2)cn1 (configuration not stated)	-4%	-4	-1%	1	i	10%	-1%	3	·	-8%
O=C(CN1CCN(c2cccc(Cl)c2)CC1)Nc1nccs1	3%	15	3%	6	11	-1%	-1%	0	-5%	?
CN(c1ccccc1)S(=O)(=O)c1ccc(C(=O)Nc2nnc(-c3ccc(F)cc3)o2)cc1	2%	1	-2%	9	5	-2%	-11%	1	-3%	-9%
CCCS(=O)(=O)NCc1cn2c(C)csc2n1	4%	-2	2%	4	-10	2%	10%	1	1%	-20%
Cc1cccc(CN2CCN(Cc3ccco3)CC2)c1	3%	1	2%	-3	-8	-6%	-4%	1	-6%	-22%
O=C(NC1CCCCC1)C(c1ccc(Cl)cc1)N(C(=O)c1ccccn1)c1cccnc1 (configuration not stated)	0%	2	·	·	·	1%	0%	3	-3%	·
COc1cccc(C(=O)Nc2cc(C(=O)NCc3ccc(C)cc3)ccc2N2CCC3(CC2)CC(c2cccc(Br)c2)=NO3)c1	-8%	0	1%	25	5	·	·	·	·	5%
Clc1ccc(-c2nnc(-c3ccc4ccccc4c3)o2)cc1	·	·	-1%	-1	-2	·	·	·	·	5%
CCOc1ccc(NC(=O)C(C)N2C(=O)c3ccccc3S2(=O)=O)cc1 (configuration not stated)	15%	0	-1%	19	3	·	·	·	·	7%
OCCOc1cccc(CN2CCC(CO)(CCOc3ccccc3)CC2)c1	1%	-1	7%	-15	·	-1%	2%	3	1%	0%
O=C(NC(=S)Nc1ccc2c(c1)OCCO2)c1ccco1	-11%	16	2%	-4	-5	-2%	-4%	-2	-2%	14%
CCCS(=O)(=O)N1CCCC(C(=O)NCCCN(Cc2ccccc2)C(C)C)C1 (configuration not stated)	7%	13	1%	15	34	-1%	0%	5	-8%	-8%
Cc1cccc(S(=O)(=O)C(C#N)c2nc3ccccc3nc2N2CCOCC2)c1 (configuration not stated)	28%	2	16%	15	-18	1%	2%	1	7%	-20%
COC(=O)c1ccc(NC(=O)c2ccc3c(c2)C(=O)N(C)C3=O)cc1	8%	1	2%	11	-22	-3%	3%	-1	2%	-2%
Cc1nc2sccn2c(=O)c1S(=O)(=O)Nc1ccc(N2CCOCC2)c(Cl)c1	9%	0	1%	10	15	·	·	-1	1%	21%
CCn1c(SCC(=O)NCc2cccs2)nnc1-c1ccncc1	1%	-1	2%	-5	5	6%	5%	0	13%	9%
CC(=C1C2C=CC1C1C(=O)NC(=O)C21)c1ccccc1 (configuration not stated)	3%	-1	-3%	16	25	-3%	8%	4	-10%	-11%
CCOC(=O)C1=NOC2COC3(CCN(c4ncccn4)CC3)OCC12 (configuration not stated)	-3%	-4	-2%	7	0	-2%	4%	-2	-5%	?
Cc1ccc(S(=O)(=O)N(C)Cc2ccc(C(=O)NN=C3C4CC5CC(C4)CC3C5)cc2)cc1	-11%	5	1%	-21	7	0%	-1%	0	-10%	1%
CC(C)N(C(=O)CSc1nnc(-c2ccc3c(c2)OCO3)n1C)C(C)C	-3%	2	2%	-2	0	6%	10%	2	-17%	17%
O=C(O)c1ccc(COc2ccccc2/C=C2\NC(=O)N(Cc3ccccc3F)C2=O)cc1	10%	0	17%	5	-3	-4%	21%	1	?	0%
CCC(=O)Nc1ccccc1Sc1ncnc2scc(-c3ccccc3)c12	6%	13	-1%	-4	21	0%	5%	1	-11%	-12%
CCn1cc(C(=O)N[C@@H](CCSC)C(=O)NCCN2CCOCC2)c(=O)c2cc3c(cc21)OCO3	-13%	-2	2%	20	2	3%	-3%	·	0%	17%
Cc1ccc(CCC(=O)Nc2ccc(C#N)cc2)o1	-5%	24	1%	27	-8	-7%	0%	·	-2%	-40%
O=C1CCCc2oc3ccc(NS(=O)(=O)c4cccc5cccnc45)cc3c21	1%	-3	-3%	-18	·	-2%	-2%	-3	2%	-66%[inhibitor]
CC(NC(=O)c1ccco1)C(=O)OC(C)C(=O)NCc1ccccc1 (configuration not stated)	9%	2	1%	-21	24	-1%	3%	-1	1%	-32%
Cc1c(C(=O)NC(C)CN2CCCCC2)oc2ccccc12 (configuration not stated)	4%	3	-1%	4	33	1%	-5%	2	-8%	-14%
Cn1ccc(C(=O)N/N=C/c2ccccc2[N+](=O)[O-])n1	-3%	0	-2%	19	6	0%	7%	-5	·	-23%
Nc1ccc(C23CC4CC(CC(O)(C4)C2)C3)cc1	1%	0	1%	-7	-2	2%	0%	1	-8%	1%
CCOc1ccc(NC(=O)c2ccc(NC(=O)Cc3n[nH]c(=O)c4ccccc34)cc2)cc1	-1%	5	-8%	25	-3	·	40%[activator]	0	-6%	7%
Cc1cccc([C@@H]2[C@@H]3C(=O)N(Cc4ccccc4)C(=O)[C@@H]3[C@]3(Cc4ccccc4)C(=O)N(c4ccc(C(F)(F)F)cc4)C(=O)N23)c1	18%	-1	-2%	2	0	·	·	·	·	-7%
Cc1cccc(N2CCN(C(=O)CCS(=O)(=O)c3ccc4c(c3)NC(=O)C(C)S4)CC2)c1C (configuration not stated)	-5%	?	-5%	1	7	-1%	68%[activator]	·	-15%	-30%

5 consecutive compounds from above, for reference:
SMILES	A-T KAP1 phos	TRPV1 agonist	ASM inhibitor	KCNH2 3.1 inh	hERG WT inh	GALK inh	MLL CXXC-DNA inh	FBPA coupling cs	MBNL1 CUG block	a7 integrin act
Cn1ccc(C(=O)N/N=C/c2ccccc2[N+](=O)[O-])n1	-3%	0	-2%	19	6	0%	7%	-5	·	-23%
Nc1ccc(C23CC4CC(CC(O)(C4)C2)C3)cc1	1%	0	1%	-7	-2	2%	0%	1	-8%	1%
CCOc1ccc(NC(=O)c2ccc(NC(=O)Cc3n[nH]c(=O)c4ccccc34)cc2)cc1	-1%	5	-8%	25	-3	·	40%[activator]	0	-6%	7%
Cc1cccc([C@@H]2[C@@H]3C(=O)N(Cc4ccccc4)C(=O)[C@@H]3[C@]3(Cc4ccccc4)C(=O)N(c4ccc(C(F)(F)F)cc4)C(=O)N23)c1	18%	-1	-2%	2	0	·	·	·	·	-7%
Cc1cccc(N2CCN(C(=O)CCS(=O)(=O)c3ccc4c(c3)NC(=O)C(C)S4)CC2)c1C (configuration not stated)	-5%	?	-5%	1	7	-1%	68%[activator]	·	-15%	-30%

Fetched one by one from the list above, two records:
SMILES	A-T KAP1 phos	TRPV1 agonist	ASM inhibitor	KCNH2 3.1 inh	hERG WT inh	GALK inh	MLL CXXC-DNA inh	FBPA coupling cs	MBNL1 CUG block	a7 integrin act
CCOc1ccc(NC(=O)c2ccc(NC(=O)Cc3n[nH]c(=O)c4ccccc34)cc2)cc1	-1%	5	-8%	25	-3	·	40%[activator]	0	-6%	7%
Nc1ccc(C23CC4CC(CC(O)(C4)C2)C3)cc1	1%	0	1%	-7	-2	2%	0%	1	-8%	1%
